Bioassay records: PubChem, Fisher Drug Discovery Resource Center
mcGAS inh = inhibitors of mouse cGAS; recombinant cGAS, Kinase-Glo ATP depletion luminescence; inhibition, % at 12.5 µM; actives 0.15% (n = 160,000); AID 1259399;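 also: 0% = negative control wells and 100% = reference inhibitor with no enzyme activity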
NPYLR7 ag = mosquito NPYLR7 agonism | activation, % at 10 µM | actives 0.15% (n = 270,000) | AID 1259423 | HEK293T NPYLR7/Galpha15, GCaMP6s calcium fluorescence; in the data active = activation above about 40%;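 also: 0% = vehicle and 100% = reference agonist at the receptor; some compounds past the cut are filed as inactive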
hcGAS inh = human cGAS inhibition; recombinant h-cGAS, ATP depletion, Kinase-Glo luminescence; actives 0.081% (n = 290,000); inhibition, % at 12.5 µM; Q8N884;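 also: 0% = vehicle reaction and 100% = reaction without DNA for no activity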
Target sequence (Q8N884 whole entry, looked up): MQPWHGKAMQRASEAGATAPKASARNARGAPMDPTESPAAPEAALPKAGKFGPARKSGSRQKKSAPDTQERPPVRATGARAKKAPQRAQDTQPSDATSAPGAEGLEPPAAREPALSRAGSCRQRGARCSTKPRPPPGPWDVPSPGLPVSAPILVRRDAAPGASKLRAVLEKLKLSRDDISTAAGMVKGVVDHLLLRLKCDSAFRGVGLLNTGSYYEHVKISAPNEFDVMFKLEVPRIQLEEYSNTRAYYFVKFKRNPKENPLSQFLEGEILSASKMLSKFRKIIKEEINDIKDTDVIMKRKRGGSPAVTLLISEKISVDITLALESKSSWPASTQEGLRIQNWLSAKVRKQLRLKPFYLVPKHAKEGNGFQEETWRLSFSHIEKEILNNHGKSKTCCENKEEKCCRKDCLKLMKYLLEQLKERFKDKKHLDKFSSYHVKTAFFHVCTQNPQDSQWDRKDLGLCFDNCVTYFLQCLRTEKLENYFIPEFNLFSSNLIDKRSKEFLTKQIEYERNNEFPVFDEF
The depositor's hits bear a star; . = no result given; & = joins results of further samples. Rule as the data show it, unless noted: active = inhibition above about 40%; inactive = the rest. Random draw from the library; overall some 0.27% were active at least once.

Sequence of screens: mcGAS inh | hcGAS inh | NPYLR7 ag
#1 CC1=C(C(=O)OCC(C)C)C(c2cc3c(cc2Br)OCO3)NC(=O)N1C (centres undefined)
    -4 | -3 | -1
#2 N#CCc1cccc(C(=O)Nc2cc(F)cc(N3CCCC3)c2)c1
    . | -15 | 10
#3 Cc1cc(N2CCCN(Cc3cnc(C4CCCCC4)nc3)CC2)ccn1
    . | 2 | -1
#4 Cc1ccccc1C1c2ccsc2CCN1C(=O)CN(CC1CCCO1)S(=O)(=O)/C=C/c1ccccc1 (centres undefined)
    -5 | -2 | 11
#5 COc1ccc(OC)c(NC(=O)C(C)Nc2ccc3c(c2)OCO3)c1 (centres undefined)
    -9 | -12 | 7
#6 C=CCOC(CN1CCN(S(=O)(=O)c2ccc(OC)c(OC)c2)CC1)c1cccc(OC)c1 (centres undefined)
    -5 | -3 | -6
#7 NC(=O)C1CN(S(=O)(=O)c2ccc(C3CCCCC3)cc2)CCO1 (centres undefined)
    . | -12 | 1
#8 CCc1cccc(NC(=O)N2CCSC2c2ccc3c(c2)OCCO3)c1 (centres undefined)
    -6 | -7 | 17
#9 COC(=O)c1ccc(COC(CN2CCN(C(=O)Nc3ccccc3C)CC2)c2ccc(Cl)cc2)cc1 (centres undefined)
    -5 | -7 | .
#10 COc1ccc(N2C(=O)c3ccccc3N(C)C2c2ccccn2)cc1 (centres undefined)
    -12 | -3 | -3
#11 COc1ccc(-c2nc3scc(CCNS(=O)(=O)c4ccc(OC)cc4)n3n2)cc1
    -8 | -5 | -3
#12 CC(C)C1=NOC(CNC(=O)c2cc(-c3cccn3C)n[nH]2)C1 (centres undefined)
    . | -5 | 0
#13 O=C1CSC(=S)N1N=Cc1ccc(-c2nc3ccccc3s2)o1
    . | -1 | 25
#14 CCCSc1ncccc1C(=O)N(Cc1nc2cc(C)ccc2o1)Cc1cc(F)ccc1F
    -6 | -5 | -1
#15 COc1ccccc1-c1nnc(NC(=O)C2=COCCO2)o1
    . | 9 | -5
#16 CC(NC(=O)N1CCN(Cc2ccon2)CC1)C(C)(C)C (centres undefined)
    . | 2 | 0
#17 Cc1c(I)cc(I)c(C)c1[N+](=O)[O-]
    . | -5 | -6
#18 Cc1cc(C2=NNC(=NC3CC3)SC2)c(C)n1-c1ccccc1F
    -9 | -24 | -2
#19 Cc1ccc(CNC(=O)c2cc(Cl)ccc2F)n1C
    . | -6 | 5
#20 COc1ccccc1-c1cc(Cn2cc(-c3ccc(C)o3)nn2)on1
    . | -8 | 5
#21 COCCn1ccnc1[C@@H]1C[C@H](NC(C)=O)C[C@H](C2CCCCC2)O1
    0 | 1 | -1
#22 CCNC(=O)OC1CN(C(=O)c2ccco2)CCC(=O)N(C)c2ccccc21 (centres undefined)
    -7 | -7 | 6
#23 CCOC(=O)C1CCN(C(c2ccc(F)cc2)c2c(O)cc(C)n(CCOC)c2=O)CC1 (centres undefined)
    . | -4 | 6
#24 CC(C)Sc1nnc(SCC(=O)N(C)C2CCS(=O)(=O)C2)s1 (centres undefined)
    . | -5 | -3
#25 COc1ccc(N2CCN(c3nc(Nc4ccc(C)cc4)c4cn[nH]c4n3)CC2)cc1
    . | -12 | 5
#26 Cc1noc(C)c1C(=O)NCC1CCN(Cc2cccc(O)c2)CC1
    -10 | -7 | 10
#27 COc1ccc2c(c1)C(C)(Cc1ccccc1OC(F)(F)F)C(=O)N2 (centres undefined)
    -2 | -1 | 1
#28 O=C(CCc1nnc(-c2ccsc2)o1)N1CCCC(OCc2ccccn2)C1 (centres undefined)
    . | -11&-6 | 3&3
#29 Nc1ncnc2sc3c(c12)CCCC3
    . | -4 | 2
#30 Cc1[nH]c2ccc(CNC(=O)c3cnn4cc(CCO)cnc34)cc2c1C
    -9 | -4 | .
#31 Oc1ccc(-c2cnc3c(c2)CCN3CCC(F)(F)F)cc1
    . | -2 | 2
#32 CSc1nc2c(c(=O)n1-c1cc(C)cc(C)c1)SCC2
    2 | 10 | -12
#33 FC(F)(F)c1cccc(Oc2ccc3c(C4CC4)noc3n2)c1
    -1 | -3 | -1
#34 CCN(CCn1c(C)csc1=O)CC(=O)Nc1ccc(OC)cc1
    -8 | -8 | 0
#35 Cc1ccc(-c2csc(NC(=O)C3CCS(=O)(=O)C3)n2)cc1C (centres undefined)
    -5 | 1 | 8
#36 CC(NC(=O)Cc1ccc2c(c1)OCCO2)c1ccc(-n2ccnc2)cc1 (centres undefined)
    -5 | -12 | 16
#37 COCCCn1ccc2nc3ccn(-c4ccccn4)c(=O)c3cc2c1=O
    . | -6 | -2
#38 CN(C)S(=O)(=O)c1cc(NC(=O)/C=C/C(=O)N2CCOCC2)ccc1Cl
    . | -12 | 9
#39 CC(=O)N1CCC(C(=O)NCc2ccc(OCC3CCCO3)cc2)CC1 (centres undefined)
    . | -7 | 7
#40 CCOc1ccccc1-c1nc(Cn2ccn3nc(-c4ccc(OC)cc4)cc3c2=O)c(C)o1
    -7 | 0 | 6
#41 Cc1ccc(CCC(=O)N2CCn3nc(C(=O)N4CCN(C)CC4)cc3C2)cc1
    -17 | -2 | 6
#42 C/C=C/C(=O)N1CCc2cc(OC)c(OC)cc2C1c1ccccc1Cl (centres undefined)
    -5 | -4 | 11
#43 O=C(CCNS(=O)(=O)c1cccs1)OCC(=O)c1ccc(Cl)s1
    -8 | -8 | 0
#44 O=C(C1CCN(C2=NS(=O)(=O)c3ccccc32)CC1)N1CCN(c2ncccn2)CC1
    . | -1 | 1
#45 COc1ccc(-c2cn3c(C(=O)Nc4nccs4)csc3n2)cc1
    . | -4 | 2
#46 O=C(NCCCc1ccccc1)c1ccc2nc(-c3ccccc3)c(-c3ccccc3)nc2c1
    . | -3 | -8
#47 C[C@@H]1CN(Cc2cc3cc4c(cc3[nH]c2=O)CCC4)C[C@H](C)O1
    . | -6 | -2
#48 CCCCC(=O)OCc1nc2cc(C(F)(F)F)ccc2o1
    . | -13 | 1
#49 Cc1[nH]c(-c2cc(Br)cs2)nc1-c1ccccc1
    . | 1 | 3
#50 CCS(=O)(=O)c1ccc2c(c1)N(Cc1ccc(OC(F)(F)F)cc1)C(=O)C(C)O2 (centres undefined)
    . | 3 | 7
#51 c1ccc(CCc2nc(C34CC5CC(C3)CC(n3cncn3)(C5)C4)n[nH]2)cc1
    -12 | -6 | 2
#52 Cc1cc(C)n2c(n1)nc(=S)n2CN1CCCC(C(F)(F)F)C1 (centres undefined)
    . | -4 | 0
#53 Cc1nnc(NC(=O)c2cc3ccccc3o2)s1
    . | 3 | 2
#54 Cc1cc(C(=O)NS(=O)(=O)c2ccccc2Br)no1
    . | -12 | 12
#55 CC(C)(C)c1ccc(CC(=O)N2CCC2(C)C(=O)NCc2ccc3c(c2)OCO3)cc1 (centres undefined)
    -3 | -6 | -3
#56 COc1cc2c(cc1OC)C(CNC(=O)Cc1ccccc1)N(C(=O)Nc1ccccc1F)CC2 (centres undefined)
    -5 | -1 | -2
#57 O=c1[nH]c(C2CSCCS2)nc2cc(F)c(F)cc12 (centres undefined)
    . | -5 | 1
#58 FC(F)(F)c1cccc(NC(=S)N2CCC(c3ccccc3)CC2)c1
    -3 | -3 | -5
#59 O=c1[nH]n(CCc2ccccn2)c(=O)c(Cl)c1Cl
    . | -9 | -5
#60 CCSCCn1nc(C2CC2)cc(C(F)(F)F)c1=O
    . | -9 | 4

(cont.)
Sequence of screens: mcGAS inh | hcGAS inh | NPYLR7 ag
#61 Cn1nc(C(C)(C)C)cc1NC(=O)C1(C)CCN1C(=O)Cc1ccc(-c2ccccc2)cc1 (centres undefined)
    -4 | -6 | -1
#62 CC(C)[N+]1(C)C2CC[C@@H]1CC(OC(=O)C(CO)c1ccccc1)C2 (some centres undefined)
    . | -5&-4 | 1&-1
#63 CCn1nc(C)c(CNC(=O)c2cn(Cc3cccc(Cl)c3)nn2)c1C
    -12 | -13 | 16
#64 CCOC(=O)C1(CCCc2ccccc2)CCN(C(=O)C#Cc2ccccc2)CC1
    -10&1 | -6&2 | 16&-2
#65 O=C1Cc2cc(C3=CSC4=NS(=O)(=O)CCN34)ccc2N1
    . | -10 | 6
#66 N#CCNC(=O)c1cc2nc(-c3cccs3)cc(C(F)(F)F)n2n1
    -6 | -5 | -14
#67 Cn1c(NC(=O)c2cccc(Br)c2)cc(=O)n(C)c1=O
    -8 | -11 | 8
#68 Cc1cc(C)c(C2NC(=O)c3cn[nH]c3N2)cc1C (centres undefined)
    . | -9 | 4
#69 CCSc1ccc(NC(=O)N(C)Cc2ccco2)cn1
    -13 | -1 | 11
#70 COc1cccc(C2c3[nH]c4ccccc4c3CCN2Cc2cccc(C(C)=O)c2)c1OC (centres undefined)
    . | -8 | 7
#71 Cc1ccc(NC(=O)N2CCSC2c2cccc(F)c2)cc1 (centres undefined)
    -5 | -8 | 10
#72 O=c1[nH]c(Cn2cc(Br)cn2)nc2ccsc12
    . | -9 | -23
#73 CCN1CCN(c2c(CN(CCOC)C(=O)c3ccccc3Br)c(C)nn2-c2cccc(F)c2)CC1
    -7 | -10 | 1
#74 Cc1ccccc1N1CCN(C2CCCN(C(=O)c3snnc3C)C2)CC1 (centres undefined)
    . | -4&-6 | 5&3
#75 CC(=O)Oc1ccc(Cn2c(C)c(C(=O)NCc3ccccn3)sc2=O)cc1
    . | 3 | -6
#76 O=C(CCCCC1CCSS1)N1CCC(O)(Cc2ccccc2)CC1 (centres undefined)
    -5 | -9 | 2
#77 CN1CCCN(c2nnc(C(=O)NCCCc3ccccc3)c3ccccc23)CC1
    . | -6 | 5
#78 CC(=O)NCCCNC(=O)[C@H]1CCCN1C(=O)CCc1ccccc1
    -7 | -2 | 14
#79 CN(C)c1nc2c(c(=O)[nH]1)CCN(C(=O)c1ccc(C3CCCN3)s1)C2 (centres undefined)
    -9 | -4 | -2
#80 Cc1nnc2sc(SCc3ccc(Cl)cc3)nn12
    . | -5 | 0
#81 Cc1cc2nc(COCCOCCO)[nH]c2cc1C
    . | 0 | -1
#82 O=C(CCCOc1cccc(Br)c1)NCc1ccc2c(c1)OCO2
    . | 0 | -4
#83 O=C(NCC1CCN(c2nc(Cc3ccc(Cl)cc3)ns2)CC1)c1ccccc1Br
    -5 | -5 | 5
#84 O=c1/c(=C\c2cccnc2)sc2nc(-c3ccc(Br)cc3)nn12
    2 | -2 | -11
#85 O=c1[nH]c2cc(Br)cnc2[nH]c1=O
    . | 0 | 15
#86 CC(=O)N1N=C(c2ccc(Br)cc2)OC1(C)CC(=O)Nc1ccccc1 (centres undefined)
    . | -2 | -5
#87 CN(Cc1ncc[nH]1)C(=O)c1cnc(-c2ccccc2)nc1
    . | -10 | 4
#88 CCOC(=O)c1cnc(C)nc1NCCc1cccc(OC)c1
    -5 | -5 | 19
#89 CC1CC(NC2CCN(S(=O)(=O)C(C)C)CC2C)C(=O)O1 (centres undefined)
    . | -1 | 1
#90 CCCCN(CC(=O)N(CCOC)Cc1cccn1C)C(=O)c1ccc(C(F)(F)F)cc1
    -6 | -5 | -5
#91 CCCNC(=O)N1CCc2cc(OC)c(OC)cc2C1CNC(=O)Cc1ccccc1 (centres undefined)
    -9 | -6 | -3
#92 O=C(NCc1cccnc1)c1csc(COc2ccccc2F)n1
    -5 | -2 | 1
#93 COC(=O)C(c1ccccc1F)C1C=CC(NC(=O)/C=C/c2ccccc2Cl)C1 (centres undefined)
    -6 | -5 | 4
#94 OC(COCc1ccccc1)CN(Cc1ccccc1Cl)CC1CC(c2ccccc2Cl)=NO1 (centres undefined)
    1 | 0 | -4
#95 O=C(CCN1CCCC1c1ccsc1)N1CCc2ccccc21 (centres undefined)
    . | -4 | 7
#96 CN(C)c1ccc(CN2CCC(n3cc(-c4cccnc4)nn3)CC2)cc1
    -16 | 2 | 3
#97 COc1ccc(C(=O)NCCc2ccc(Cl)cc2Cl)cc1Oc1nc(Cc2ccccc2)ns1
    -6 | -10 | .
#98 COc1ccc(OCCSc2nnc(-c3ccc(OC)c(OC)c3)o2)cc1
    -6 | -3 | -2
#99 Cc1nc2sccn2c1-c1c(-c2ccccc2)ncn1CCC1CCCN1C (centres undefined)
    . | -10 | 14
#100 CCOC(=O)c1cccc(NC(=O)C2=CC(C)(C)Oc3ccc(OC)cc32)c1
    -7 | 0 | 2
#101 CC(C)CN1C(=O)C2(CCCC2)NC12CCN(C(=O)C(C)(C)C)CC2
    . | -5 | 6
#102 COc1cccc(NC(=O)C2(C)CCN2Cc2cccc3c2OCO3)c1 (centres undefined)
    . | -8 | 7
#103 Fc1cccc(-c2nc(CN3CCOC(Cn4cncn4)C3)co2)c1 (centres undefined)
    . | -6 | 11
#104 CCOC(=O)c1nc2ccccc2nc1N1CCCN(C(=O)c2ccc([N+](=O)[O-])o2)CC1
    -3 | 0 | 3
#105 Cc1ccc(C)c(S(=O)(=O)c2nnn3c2nc(N2CCC(C(N)=O)CC2)c2sccc23)c1
    -7 | -9 | 8

Among those listed so far, ten contain a CF3 group.
Sequence of screens: mcGAS inh | hcGAS inh | NPYLR7 ag
#27 COc1ccc2c(c1)C(C)(Cc1ccccc1OC(F)(F)F)C(=O)N2 (centres undefined)
    -2 | -1 | 1
#31 Oc1ccc(-c2cnc3c(c2)CCN3CCC(F)(F)F)cc1
    . | -2 | 2
#33 FC(F)(F)c1cccc(Oc2ccc3c(C4CC4)noc3n2)c1
    -1 | -3 | -1
#48 CCCCC(=O)OCc1nc2cc(C(F)(F)F)ccc2o1
    . | -13 | 1
#50 CCS(=O)(=O)c1ccc2c(c1)N(Cc1ccc(OC(F)(F)F)cc1)C(=O)C(C)O2 (centres undefined)
    . | 3 | 7
#52 Cc1cc(C)n2c(n1)nc(=S)n2CN1CCCC(C(F)(F)F)C1 (centres undefined)
    . | -4 | 0
#58 FC(F)(F)c1cccc(NC(=S)N2CCC(c3ccccc3)CC2)c1
    -3 | -3 | -5
#60 CCSCCn1nc(C2CC2)cc(C(F)(F)F)c1=O
    . | -9 | 4
#66 N#CCNC(=O)c1cc2nc(-c3cccs3)cc(C(F)(F)F)n2n1
    -6 | -5 | -14
#90 CCCCN(CC(=O)N(CCOC)Cc1cccn1C)C(=O)c1ccc(C(F)(F)F)cc1
    -6 | -5 | -5
